Assay outcomes: PubChem, several laboratories
MEKK2mut PB1 HTS: signal of MEK5 binding to mutant human MEKK2 PB1 domain. 290,000 compounds, 0.35% hits. AID 1530. percent response, % at 10 µM. bead flow cytometry, Alexa488-MEK5 binding to MEKK2 mutant; in the data active = percent response above about 24%, passing the limit was not always enough; note: inactives centre near 1; some results filed as inactive read as strong as hits
FID counter: counter-screen for HCV NS3 helicase inhibitors: DNA intercalator displacement. DNA fluorescent intercalator displacement, fluorescence. inhibition, % at 7.9 µM. 290,000 compounds, 0.17% hits; in the data active = inhibition above about 37%;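 note: 0% = vehicle and 100% = reference compound; higher means more ethidium bromide displaced from hairpin DNA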
CRFBP-R2 agonist: agonists of human CRF-binding protein/CRF-R2 receptor complex; HEK293 CRF-R2/CRF-BP, calcium dye fluorescence (FLIPR); percent of saturating CRF peptide response; activation, % at 13.2 µM; 350,000 compounds, 0.46% hits;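 active = activation of at least 50%, plus an integration ratio under a set limit after plate pattern correction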;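 note: plate controls were neutral control wells without compound for no effect and CRF at EC100 for full effect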
HCV NS3 hel inh: blocks Hepatitis C virus NS3 helicase unwinding; NS3 helicase DNA unwinding, Cy5 molecular beacon fluorescence; inhibition, % at 10.9 µM; 290,000 compounds, 0.56% hits; AID 1800;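 active = inhibition above the mean of all tested compounds plus 3 SD, set per campaign, cut at about 35% in these data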;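 note: 0% = DMSO wells and 100% = thioflavine S control wells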
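System: Hepatitis C virus NS3 helicase domain fragment enzyme | Reagent: Annealed dual-labelled DNA beacon duplex, ATP-started | Compound dosing: 10.9 µM single point, 0.8% DMSO | Incubation: 1 h reaction at 25 °C, ATP-initiated | Technique: Cy5 fluorescence | Evaluation: Percent inhibition from t60/t0 fluorescence ratio | Benchmarks: Low DMSO, high thioflavine S at 110 µM | Replication: Singlicate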
MEKK2 WT-MEK5: raises or lowers MEK5 binding to wildtype human MEKK2 PB1 domain | Q9Y2U5 | bead flow cytometry, Alexa488-MEK5 binding to MEKK2 WT; actives lie on both sides | binding response (% of control), % at 10 µM | 290,000 compounds, 1.1% hits | AID 1531; in the data active = binding response below about 67% or above about 130%
SUMO HTRF inh: blocks human SUMOylation mediated by UBC9; P63279; 290,000 compounds, 0.36% hits; HTRF SUMOylation assay, SAE1/SAE2 + UBC9, in vitro; inhibition, % at 35 µM; in the data active = inhibition above about 50%, passing the limit was not always enough; note: strong numbers were not always called active
Target sequence (P63279 whole entry, looked up): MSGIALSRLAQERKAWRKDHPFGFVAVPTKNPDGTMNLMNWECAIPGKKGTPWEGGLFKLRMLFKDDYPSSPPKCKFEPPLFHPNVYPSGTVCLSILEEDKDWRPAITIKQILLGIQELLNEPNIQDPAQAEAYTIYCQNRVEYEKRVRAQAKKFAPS
MEKK3 PB1 HTS: modulators (inhibitors or enhancers) of MEK5 binding to human MEKK3 PB1 domain. bead-based flow cytometry, Alexa488-MEK5 binding to MEKK3; actives lie on both sides; 0 = blocked by unlabeled MEK5, 100 = vehicle. binding response (% of control), % at 10 µM. 290,000 compounds, 1.4% hits. AID 1529;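 active = binding response more than 3 SD above or below the average of its plate-row segment, actives on both sides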;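 note: Alexa488 bead fluorescence after subtracting the streptavidin-only scavenger bead signal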
GalR3 antag: human GalR3 antagonism; O60755; HEK293 GalR3-CNG cAMP membrane potential fluorescence; galR3 body fused to GalR1 C-terminus; inhibition, % at 3 µM; 360,000 compounds, 0.44% hits;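 active = inhibition above the screen-wide average plus 3 SD, cut at about 13% in these data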;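 note: forskolin and galanin both at EC90 stimulate the cells; cAMP rise reported by CNG channel membrane potential dye signal; 0% = forskolin plus galanin with DMSO and 100% = forskolin alone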
Target sequence (O60755 1-299 limits assumed): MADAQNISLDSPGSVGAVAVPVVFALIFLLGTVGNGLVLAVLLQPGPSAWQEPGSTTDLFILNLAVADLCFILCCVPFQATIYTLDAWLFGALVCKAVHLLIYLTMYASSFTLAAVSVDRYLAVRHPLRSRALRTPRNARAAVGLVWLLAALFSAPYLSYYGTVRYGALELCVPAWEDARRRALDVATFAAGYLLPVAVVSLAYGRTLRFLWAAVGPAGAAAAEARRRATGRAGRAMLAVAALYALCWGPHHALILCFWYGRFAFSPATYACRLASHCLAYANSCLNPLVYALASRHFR
CRFR2-BP antag: CRF-BP/CRF-R2 complex antagonism; HEK293 CRF-R2/CRF-BP, CRF-induced calcium fluorescence; inhibition, % at 11.8 µM; 350,000 compounds, 0.59% hits; AID 588475;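 active = inhibition of the ligand-induced calcium signal above about 50% at the single tested concentration, limit read from the data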
The depositor's hits bear a star; x = not tested or not shown; & = joins results of further samples. A portion of the library; rates above refer to the full screens.

SMILES	MEKK2mut PB1 HTS	FID counter	CRFBP-R2 agonist	HCV NS3 hel inh	MEKK2 WT-MEK5	SUMO HTRF inh	MEKK3 PB1 HTS	GalR3 antag	CRFR2-BP antag
Cc1cccc(N/N=C/c2c(O)[nH]c(=S)[nH]c2=O)c1	0	x	-0.7	x	100	x	101	-1	-10
CCCCC/C(=N/O)c1c(C)[nH]c2ccccc12	-3	-16	2.4	-3	99	-11	106	6	-11
Cc1nn(Cc2ccccc2)c(Cl)c1C(=O)OCC(=O)N1CCCC1	-1	-25	-0.8	7	97	-12	99	-7	6
Cc1c(C(=O)N2CCC3(CC2)OCCO3)oc2ccc(S(=O)(=O)N3CCOCC3)cc12	-1	-21	-2.1	-3	108	6	106	-5	-6
COC1CC(OC2CCC3(C)C(CCC4C3CCC3(C)C(C5=CC(=O)OC5)C(OC(C)=O)CC43O)C2)OC(C)C1OC1OC(COC2OC(CO)C(O)C(O)C2O)C(O)C(O)C1O (configuration not stated)	5	x	x	x	106	27	106	x	x
COc1cc(OC)c(OC)cc1CN1CCN(C(=O)Cc2ccccc2)CC1	8	-6	0.0	2	107	12	101	-10	7
CN1CCC2(CC1)NC(=O)c1ccccc1N2	8	1	-0.6	0	110	32	106	3	0
COc1ccc(C2NCCc3[nH]cnc32)cc1 (configuration not stated)	-2	0	1.2	1	99	4	100	-5	3
CC(=NCCC1=CCCCC1)c1c(O)n(C)c(=O)n(C)c1=O	1	2	1.4	-2	99	-1	101	-5	-1
CCCCN1C(=O)/C(=C/c2ccc(N3CCCCCC3)cc2)C(=O)NC1=S	2	-6	x	39*	102	11	100	x	x
CCC1(OC(=O)CN)C(=O)OCc2c1cc1n(c2=O)Cc2cc3ccccc3nc2-1 (configuration not stated)	2	0	1.9	-3	103	57*	100	x	0
COC(=O)C1=C(c2ccccc2)C[C@@H]2CC[C@H]1N2C(=O)NCc1cccc2ccccc12	-3	x	-1.2	x	96	x	99	-7	11
Cc1cc(C(=O)NP(=O)(N2CCOCC2)N2CCOCC2)c(C)n1C1CC1	1	-4	1.0	0	97	-4	100	-6	7
CCOc1cccc(OCC)c2c(C)[n+](CC3CCCO3)c(C)c1-2 (configuration not stated)	-2	-21	5.4	16	94	35	92	x	15
c1ccc(C2=NP(N3CCOCC3)(N3CCOCC3)=NC(N3CCOCC3)=N2)cc1	2	-1	x	-2	104	-3	103	x	x
CCCOc1ccccc1C1SCC(=O)Nc2c1c(=O)[nH]n2C(C)CCC (configuration not stated)	-9	-8	-0.8	-4	87	2	85	5	9
CC(=NCC1CCCO1)c1c(O)n(C2CCCCC2)c(=O)[nH]c1=O (configuration not stated)	-12	-22	0.6	19	94	24	92	-2	-7
CCOC(=O)c1cc(C)n(CCc2cnc[nH]2)c1C	11	3	0.9	0	110	-6	114	0	-7
O=C1C(=O)c2ccccc2-c2ccccc21	3	11	-0.8	15	102	100*	104	3	-5
CCn1cc(CN2CCCC(C(=O)c3sccc3C)C2)cn1 (configuration not stated)	3	0	0.4	-6	96	6	96	-2	-2
CC(=O)c1c(C)n(C2CCCCC2)c2ccc(O)cc12	0	-14	-2.3	3	109	-4	126	-11	-36
CCCCn1c(O)c(C=NCCCN(CC)CC)c(=O)[nH]c1=O	5	4	-0.4	3	102	9	104	2	10
C=COCCn1c(C)c(C(=O)OCC)c2cc(O)ccc21	-2	-5	1.5	-7	99	23	98	-2	-3
COc1ccc(NC(=O)CN2C3CCC2CC(O)(c2cccnc2)C3)cc1OC (configuration not stated)	2	3	2.1	3	105	-1	103	1	6
CCOc1ccc(N=Cc2c(O)n(-c3ccc(C)c(C)c3)c(=O)[nH]c2=O)cc1	-14	-7	-2.5	4	86	-12	83	-5	5
CCN(CC)CCCN=C(C)c1c(O)n(C2CCCCC2)c(=O)[nH]c1=O	6	9	1.4	8	108	-3	102	-8	12
Cc1ccccc1-c1nc(CS(=O)CC(=O)N2CCC3(CC2)OCCO3)c(C)o1 (configuration not stated)	4	-25	1.1	-2	103	21	105	-7	3
CCOC(=O)c1cc(C(O)(C(=O)OC)C(F)(F)F)c(/N=C/N(C)C)o1 (configuration not stated)	9	-11	1.0	4	108	8	106	-4	-10
CCN(CC)C1=NC(=[N+](CC)CC)c2ccccc21	10	2	-3.2	-4	118	8	114	-4	0
CCOC(=O)C1=C(N)OC2=C(C(=O)CCC2)C12C(=O)N(C)c1ccccc12 (configuration not stated)	3	-12	3.0	-17	110	26	111	2	17
CN1CCN(/N=C/c2c[nH]c3ccccc23)CC1	-4	-3	-0.9	3	95	3	97	5	10
O=C1NC(=S)N(c2ccccc2)C(=O)/C1=C/c1ccco1	2	-7	4.7	41*	105	10	106	-1	-12
CN1CCN(c2ccc(/C=C3\C(=O)NC(=S)N(c4cccc(Br)c4)C3=O)o2)CC1	-6	-6	164*	18	85	13	85	-1	-180
COC(=O)c1ccccc1N=Cc1c(O)[nH]c(=S)[nH]c1=O	-13	-4	6.5	5	86	5	99	-2	-17
Cc1ccc(OCCn2cccc2/C=C2/C(=O)NC(=O)N(Cc3ccco3)C2=O)cc1	0	-18	-0.7	27	104	27	103	-4	-9
CCN(CC)CCCN=Cc1c(O)n(CCc2ccc(F)cc2)c(=O)[nH]c1=O	-2	12	-1.5	1	101	5	100	-1	3
CCC(=Nc1cc(OC)ccc1OC)c1c(O)[nH]c(=O)[nH]c1=O	0	6	0.1	15	94	-4	101	5	15
N#CC1=C(N)Oc2cc(O)ccc2C1c1ccc2c(c1)OCO2 (configuration not stated)	2	-2	1.0	12	110	6	104	-7	-26
C=C(C)CSc1nnc([C@@H](N)Cc2c[nH]c3ccccc23)o1	-8	-8	-0.9	-5	81	0	81	-4	3
CN(C)[C@@H]1C(=O)C(C(N)=O)=C(O)[C@@]2(O)C(=O)C3=C(O)c4c(O)ccc(Cl)c4[C@@](C)(O)C3C[C@@H]12 (some centres not stated)	-5	-18	2.3	31	90	28	89	-3	19
O=C(C(=O)N1CCOCC1)c1cn(Cc2c(F)cccc2Cl)c2ccccc12	-11	-1	1.3	1	100	12	99	-5	1
FC(F)(F)c1cccc(N2CCNCC2)c1	6&8	4	x	-7	116&108	-4	113&107	x	x
CC(=O)Cc1ccc(OC(C)C)cc1	2	-2	0.0	5	98	5	100	0	-5
Cc1cccc(N2C(=O)NC(=O)/C(=C\C=C\c3ccco3)C2=O)c1	-3	-23	3.6	27	94	22	99	-3	-74
CCN(CC)c1ccc(N=Cc2c(O)[nH]c(=O)[nH]c2=O)cc1	7	-9	5.5	1	100	-5	94	-7	-22
OC(COCc1ccc(Cl)cc1)CN1CC=C(c2ccccc2)CC1 (configuration not stated)	5	15	2.9&0.1	-26	115	11	102	-7&-5	-23&-11
Cc1ccc(S(=O)(=O)NC(Cc2cnc[nH]2)C(=O)O)cc1 (configuration not stated)	-2	0	-1.7	10	103	-2	107	-6	15
CCCN(CCC)[C@@H]1CCc2cccc(O)c2C1	4	x	-1.7	x	108	8	106	2	-12
O=P(C(=Nc1ccc(Cl)cc1)N1CCOCC1)(N1CCOCC1)N1CCOCC1	0	-18	0.5	0	97	-2	94	-4	4
CN1CCN(/N=C/c2c(O)n(C)c(=O)n(C)c2=O)CC1	-6	-2	-0.7	3	95	7	103	9	15

13 consecutive records already listed:
SMILES	MEKK2mut PB1 HTS	FID counter	CRFBP-R2 agonist	HCV NS3 hel inh	MEKK2 WT-MEK5	SUMO HTRF inh	MEKK3 PB1 HTS	GalR3 antag	CRFR2-BP antag
Cc1ccc(OCCn2cccc2/C=C2/C(=O)NC(=O)N(Cc3ccco3)C2=O)cc1	0	-18	-0.7	27	104	27	103	-4	-9
CCN(CC)CCCN=Cc1c(O)n(CCc2ccc(F)cc2)c(=O)[nH]c1=O	-2	12	-1.5	1	101	5	100	-1	3
CCC(=Nc1cc(OC)ccc1OC)c1c(O)[nH]c(=O)[nH]c1=O	0	6	0.1	15	94	-4	101	5	15
N#CC1=C(N)Oc2cc(O)ccc2C1c1ccc2c(c1)OCO2 (configuration not stated)	2	-2	1.0	12	110	6	104	-7	-26
C=C(C)CSc1nnc([C@@H](N)Cc2c[nH]c3ccccc23)o1	-8	-8	-0.9	-5	81	0	81	-4	3
CN(C)[C@@H]1C(=O)C(C(N)=O)=C(O)[C@@]2(O)C(=O)C3=C(O)c4c(O)ccc(Cl)c4[C@@](C)(O)C3C[C@@H]12 (some centres not stated)	-5	-18	2.3	31	90	28	89	-3	19
O=C(C(=O)N1CCOCC1)c1cn(Cc2c(F)cccc2Cl)c2ccccc12	-11	-1	1.3	1	100	12	99	-5	1
FC(F)(F)c1cccc(N2CCNCC2)c1	6&8	4	x	-7	116&108	-4	113&107	x	x
CC(=O)Cc1ccc(OC(C)C)cc1	2	-2	0.0	5	98	5	100	0	-5
Cc1cccc(N2C(=O)NC(=O)/C(=C\C=C\c3ccco3)C2=O)c1	-3	-23	3.6	27	94	22	99	-3	-74
CCN(CC)c1ccc(N=Cc2c(O)[nH]c(=O)[nH]c2=O)cc1	7	-9	5.5	1	100	-5	94	-7	-22
OC(COCc1ccc(Cl)cc1)CN1CC=C(c2ccccc2)CC1 (configuration not stated)	5	15	2.9&0.1	-26	115	11	102	-7&-5	-23&-11
Cc1ccc(S(=O)(=O)NC(Cc2cnc[nH]2)C(=O)O)cc1 (configuration not stated)	-2	0	-1.7	10	103	-2	107	-6	15

The list goes on:
SMILES	MEKK2mut PB1 HTS	FID counter	CRFBP-R2 agonist	HCV NS3 hel inh	MEKK2 WT-MEK5	SUMO HTRF inh	MEKK3 PB1 HTS	GalR3 antag	CRFR2-BP antag
CCC1(CC)C(=O)NC(=NCCc2c[nH]c3ccccc23)NC1=O	4	8	-0.3	11	103	10	100	-2	0
NP(=O)(Oc1ccc(Cl)cc1)Oc1ccc(Cl)cc1	-6	2	2.8	5	95	-10	97	2	-2
Fc1ccccc1CCNCc1cccc2ccccc12	-2	8	-2.0	-12	105	11	98	-8	-32
O=c1c(/C=N/N2CCOCC2)c(O)n(-c2ccccc2)c(=S)n1-c1ccccc1	23	-11	1.3	18	136	1	106	-4	-20
CCCCNC(=O)c1c(N)n(CCCOC)c2nc3ccccc3nc12	-2	-10	3.2	9	99	99*	101	-8	-21
Cc1ccc(-c2cc(C(F)F)n3ncc(C(=O)N4CCC5(CC4)OCCO5)c3n2)cc1	-7	-29	-0.3	1	89	15	91	-6	4
